# Screening data from PubChem.
# MITF TRPM1 inh – inhibitors of MITF-dependent TRPM1 promoter reporter, primary screen, cell-based, SK-MEL-5, single point, luciferase | AID 488899, 2010 | inhibition, % at 12.5 µM | 330,000 tested, 0.83% active | SK-MEL-5 TRPM1 promoter luciferase, 24 h;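 active = mean inhibition across replicates of 60% or more, whatever share of single replicates reaches that level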; also: values of inactives mirror those of a sister screen read the other way
# HIF-2a block – HIF-2a reporter inhibitors, primary screen, luminescence, 786-0 RCC cells; 786-0 RCC cells HIF-2a reporter, luciferase luminescence, overnight; inhibition, % at 18.8 µM; 360,000 tested, 0.72% active;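 active = inhibition of the luminescence signal of 40% or more relative to plate controls, in a single-dose primary screen at 18.75 µM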
# Peg3 prom inh – Peg3 promoter-driven luciferase inhibitors, primary screen, cell-based, HeLa, luciferase luminescence; HeLa PEG-Prom luciferase reporter, overnight; 360,000 tested, 1.7% active; inhibition, % at 20 µM;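 active = inhibition of at least 50% at 20 µM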
# NR2E3 ag-1 – NR2E3 agonists in two-hybrid cells, primary screen, cell-based, luminescence, CHO-S, Gal4-NCOR/VP16-NR2E3; AID 602229, 2012; inhibition of corepressor binding, % at 3.98 µM; luciferase; Photoreceptor-specific nuclear receptor (Homo sapiens), Q9Y5X4; 360,000 tested, 0.35% active;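 active = inhibition above the mean of all tested compounds plus 3 SD, cut at about 70% in these data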;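 also: 0% = DMSO with NR2E3 transfected cells and 100% = cells lacking NR2E3 construct; higher means lower luciferase signal from less NR2E3 corepressor binding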
# Target sequence (Q9Y5X4 whole entry, looked up, the tested form may be a part): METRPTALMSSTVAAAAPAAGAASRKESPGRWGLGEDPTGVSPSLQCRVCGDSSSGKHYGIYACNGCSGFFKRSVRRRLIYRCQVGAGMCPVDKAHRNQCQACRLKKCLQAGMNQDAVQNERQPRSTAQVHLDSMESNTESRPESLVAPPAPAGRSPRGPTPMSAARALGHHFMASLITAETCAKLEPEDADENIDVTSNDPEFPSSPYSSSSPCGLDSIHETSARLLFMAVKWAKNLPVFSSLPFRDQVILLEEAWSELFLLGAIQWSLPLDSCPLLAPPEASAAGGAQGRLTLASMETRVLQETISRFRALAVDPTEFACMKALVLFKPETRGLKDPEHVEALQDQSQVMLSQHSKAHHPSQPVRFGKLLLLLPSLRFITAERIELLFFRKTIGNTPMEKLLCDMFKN
# TWEAK Fn14 block – inhibitors of TWEAK-Fn14 signaling, primary screen, luciferase reporter cells, uHTS. TWEAK-stimulated Fn14 reporter cells, luciferase luminescence, 8 h. inhibition, % at 10 µM. 360,000 tested, 2% active. AID 1159606, 2016; in the data active = inhibition above about 50%
# KKLEB tox – cytotoxicity in KKLEB CF airway cells, primary screen, cytotoxicity control for CF NF-kB inhibitor project, cell-based, uHTS, fluorescence assay plates; KKLEB CF airway cells viability, ATPlite luminescence, overnight; stronger effect = lower value; cells stimulated with P. aeruginosa culture filtrate; 360,000 tested, 0.36% active; AID 602141, 2011; activity change (cytotoxicity), % at 5 µM;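 active = corrected activity change at or below -50% at 5 µM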
# C8 TRAIL sens – viability loss with TRAIL in NB7+C8 cells, primary screen, TRAIL sensitizer project, cell-based, ATPlite luminescence | inhibition (viability loss, TRAIL sensitization), % at 10 µM | 360,000 tested, 1% active | AID 624354, 2012;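 active = compounds causing at least 50% loss of cell viability in the single-dose screen, relative to plate controls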
# Shn3 inh set2 – reduction of Shn3 3'UTR firefly luciferase signal, primary screen, Schnurri-3 inhibitor project, cell-based, Clone20 osteoblasts, set 2. inhibition, % at 12.5 µM. AID 588674, 2011. Clone20 osteoblast Shn3 3'UTR firefly luciferase, 24 h. 360,000 tested, 0.52% active;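 active = mean inhibition of at least 75% with every replicate also reaching 75%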;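 also: 0% = median of neutral control wells and 100% = pilot-screen positive control compound; some compounds past the cut are filed as inactive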
# TROY signal inh – inhibitors of TROY-driven NF-kB signaling, primary screen, Q293 LMP1-TROYcd cells, NF-kB luciferase, uHTS | Q293 LMP1-TROYcd NF-kB luciferase reporter, 4 h | inhibition, % at 10 µM | 360,000 tested, 0.98% active;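 active = compounds whose plate-normalised and pattern-corrected inhibition of the luciferase reporter signal at the single screening dose is 50% or more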
# CF NFkB block – inhibitors of PAF-induced NF-kB signaling, primary screen, cell-based, GFP fluorescence, uHTS; AID 588850, 2011; 360,000 tested, 0.86% active; KKLEB NF-kB-GFP reporter, GFP fluorescence overnight; inhibition, % at 5 µM;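 active = at least 50% inhibition at 5 µM, scaled per plate between neutral and stimulator controls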;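 also: PAF is a Pseudomonas aeruginosa culture filtrate used as stimulus; plate controls were PAF-stimulated DMSO wells for no effect and unstimulated DMSO wells for full effect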
# NR2E3 ag-2 – inhibitors of NR2E3-RetCOR corepressor binding, primary screen, NR2E3 agonist project, biochemical, TR-FRET, GST-NR2E3, biotin-RetCOR; Photoreceptor-specific nuclear receptor (Homo sapiens), Q9Y5X4; 1536-well; inhibition of corepressor binding, % at 4.78 µM; 320,000 tested, 0.12% active; AID 2300, 2010;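 active = percent inhibition above the cutoff of mean plus 3 SD of all tested compounds, set per screening campaign, cut at about 20% in these data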;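 also: 0% = DMSO wells and 100% = biotin wells as full block of FRET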
#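 Format: 1536-well format; test system: GST-NR2E3 and biotin-RetCOR proteins; read-out basis: percent inhibition of TR-FRET ratio; timing: 5 h incubation at 4 °C; detection: time-resolved FRET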
# An asterisk follows results filed as active; . = not tested or not shown. Some of the compounds tested. The share of hits here may be higher or lower than overall.
item	mol	MITF TRPM1 inh	HIF-2a block	Peg3 prom inh	NR2E3 ag-1	TWEAK Fn14 block	KKLEB tox	C8 TRAIL sens	Shn3 inh set2	TROY signal inh	CF NFkB block	NR2E3 ag-2
1	O=C(Cc1ccccc1)NNC(=O)c1ccccc1C(=O)O	-2	0	-12	-5	-2	0	-8	3	1	-8	2
2	O=C(C1CC(=O)N(c2ccccc2)C1)N1CCN(C2=NS(=O)(=O)c3ccccc32)CC1 (configuration not stated)	1	7	2	3	8	-10	-2	0	16	9	0
3	O=C(/C=C/c1cccs1)N1CCC2(CC1)Oc1ccc(Cl)cc1C(=O)C21CC(c2ccc(Cl)cc2)=NO1 (configuration not stated)	-3	5	-7	10	-33	-8	3	-1	0	26	4
4	C[C@]12c3[nH]c4cc(-c5ccco5)ccc4c3CCN1C(=O)[C@@H](CC(=O)NCCN1CCOCC1)C[C@@H]2C(=O)N1CCOCC1	-12	2	-14	-7	4	8	11	-19	-6	-4	.
5	O=C(N=C1c2ccccc2CN1c1cccc(Cl)c1)c1cccnc1	-35	-122	-106	6	18	0	-3	-36	-56	-12	-1
6	CCOC(=O)C1=C(C)N(C[C@@H]2CC[C@@H](Cc3ccc(-c4ccccc4)cc3)O2)C(=O)NC1c1ccc(-c2ccccc2)cc1 (some centres not stated)	34	10	11	-25	-4	5	4	3	-6	7	.
7	c1ccc(N2CCN(CCc3nnc4n3CCCCC4)CC2)cc1	-1	18	15	11	-4	8	3	18	-10	2	-1
8	COc1ccc(-c2[nH]ncc2-c2ccc(Cl)cc2)c(O)c1	7	-9	42	-3	14	-10	4	11	14	21	4
9	COCCn1c(=S)[nH]c2cc(C(=O)N3CCc4ccccc43)ccc2c1=O	31	8	22	1	42	7	2	30	15	-12	-1
10	OCCn1nc(-c2ccccc2)cc1-c1ccccc1	4	-28	-3	-32	5	-2	-1	-15	-6	5	0
11	CCOC(=O)CC(=O)NC1(Cc2ccc(O)cc2)CCCCC1	-1	13	-8	-3	-12	-2	-10	-39	-2	2	-2
12	O=C1C2CC=CCC2C(=O)N1c1cccc(OS(=O)(=O)c2ccc3ccccc3c2)c1 (configuration not stated)	6	14	2	6	28	-1	0	13	30	-9	4
13	COc1ccccc1-c1c(C)oc2cc(OC(=O)c3ccco3)ccc2c1=O	10	-8	-4	4	-3	1	-7	0	14	-6	1
14	COc1cccc(OCc2cc(C(=O)N3CCCC3c3ccccn3)no2)c1 (configuration not stated)	-74	-241	-356	-90	-5	10	-18	-61	-61	-20	0
15	N#Cc1c(N)[nH]c(=S)c(C#N)c1-c1ccccc1	2	15	5	-4	-32	2	-8	51	15	11	13
16	CCN=C1NN=C(c2cc(C)n(Cc3ccco3)c2C)CS1	80*	67*	39	38	48	4	8	37	-1	-10	3
17	O=C(NCCCc1ccccc1)c1cc(COc2c(F)cccc2F)on1	-41	-171	-125	-33	-29	4	10	-36	-44	-15	-1
18	O=C(NCCCN1CCOCC1)/C(=C/c1ccc(-c2cccc([N+](=O)[O-])c2)o1)NC(=O)c1ccccc1	.	-13	2	-13	-24	-1	-2	16	-10	-21	.
19	CCOc1nc2ccccc2nc1NS(=O)(=O)c1ccccc1	2	-23	-1	5	15	6	-14	-33	11	6	11
20	CCN1C(=N)N(c2ccccc2)C(=O)C(CC)(CC)C1=O	15	6	6	-24	-7	-4	8	8	-21	7	.
21	CNC[C@H](CC1CCCCC1)NC[C@H](NCCC1CCCC1)[C@H](C)O	78*	-4	74*	0	-9	0	-4	11	-6	6	4
22	COC(=O)c1ccccc1NC(=O)CSc1nnnn1-c1ccc(C)cc1C	12	3	24	-4	22	1	0	25	32	-3	-4
23	CCCCNC(=O)CC1NCCNC1=O (configuration not stated)	-6	9	4	4	2	15	-1	4	10	-47	3
24	CCc1ccccc1NC(=O)c1ccc2c(O)c(S(=O)(=O)c3ccc(OC)cc3)c(=O)[nH]c2c1	-4	-2	18	6	-1	4	-5	2	-24	-5	3
25	N#Cc1ccc(CSc2nnc(-c3cnccn3)o2)cc1	-29	7	9	-14	8	-8	0	-16	3	14	-3
26	CCOC(=O)CCCCCNC(=O)c1ccc(F)cc1F	-8	3	-12	-3	6	-5	5	2	3	-10	2
27	Cc1cccn2c(=O)c3cc(C(=O)NC4CCCC4)c(=N)n(C4CCCCC4)c3nc12	8	15	34	-17	-6	-4	8	15	9	-10	2
28	COc1cc(OC)c(S(=O)(=O)Nc2ccccc2N2CCCCC2)cc1NC(C)=O	4	10	7	12	-7	-8	-8	.	17	-6	-4
29	Cc1ccc(S(=O)(=O)N(C)CC(=O)Nc2cccnc2)cc1	7	1	-1	-5	15	-3	11	3	-17	30	6
30	COc1ccc(C2(C(=O)Nc3ccc(OC)cc3OC)CCCC2)cc1	11	15	4	-20	-6	4	2	9	6	5	3

# Sorted by value in TWEAK Fn14 block (smallest number first): some entries from above
No.	molecule	TWEAK Fn14 block
28	COc1cc(OC)c(S(=O)(=O)Nc2ccccc2N2CCCCC2)cc1NC(C)=O	-7
30	COc1ccc(C2(C(=O)Nc3ccc(OC)cc3OC)CCCC2)cc1	-6
24	CCc1ccccc1NC(=O)c1ccc2c(O)c(S(=O)(=O)c3ccc(OC)cc3)c(=O)[nH]c2c1	-1

# Carrying on:
item	mol	MITF TRPM1 inh	HIF-2a block	Peg3 prom inh	NR2E3 ag-1	TWEAK Fn14 block	KKLEB tox	C8 TRAIL sens	Shn3 inh set2	TROY signal inh	CF NFkB block	NR2E3 ag-2
31	COC(=O)C1=C(C(=O)OC)[C@@H]2N(Cc3ccccc3)c3ccccc3[C@@]23C[C@@H](C(=O)OC)N(C(=O)c2cc(C)oc2C)C3=N1	-1	5	55*	-8	33	-24	18	-1	1	46	7
32	C=CCN(C(=O)CCC(=O)Nc1cc(C)on1)C(C(=O)NC(C)(C)CC)c1cccc(OC)c1OC (configuration not stated)	2	2	10	6	-3	-6	8	11	-4	11	1
33	Cc1nc2c(=O)n(-c3ccc(F)cc3F)nc(C)c2s1	-4	14	3	6	7	8	0	-13	-11	2	1
34	CCOCCCN(C)C1CCN(C(=O)c2oc3ccccc3c2NC(=O)c2ccc(F)cc2)CC1	-16	-25	-11	5	-7	2	23	-6	-25	-37	-3
35	Cc1cccc(C(=O)Oc2ccccc2/C=N/NC(=O)c2ccc(NC(=O)C(C)(C)C)cc2)c1	6	-14	1	8	21	0	3	-8	-34	-42	1
36	O=C(NCc1nc2ccccc2[nH]1)C1=C[C@H](C2CC2)C[C@H](OCc2ccc(CO)cc2)O1	8	15	7	-52	15	20	-12	3	8	-23	-2
37	CCN1C(=O)[C@H]2[C@@H](c3ccc(C)cc3)N3C(=O)N(c4ccc(OC)cc4)C(=O)[C@@]3(Cc3ccccc3)[C@H]2C1=O	-4	-3	-14	-3	5	12	-2	-17	-14	-22	0
38	C=C(C(=O)c1ccccc1)C(C(=C)C(=O)c1ccccc1)c1ccc(OC)cc1	82*	61*	105*	-25	93*	-19	-19	97*	6	36	3
39	CCOC(=O)C1=C(O)C(=O)N(c2ccc(S(N)(=O)=O)cc2)C1c1ccc(Br)cc1 (configuration not stated)	6	11	5	-15	0	6	-2	-8	13	12	2
40	Cc1c(CC(=O)O)c(=O)oc2c(C)c3occ(-c4ccc(F)cc4)c3cc12	-6	24	19	-12	-7	-2	2	-12	-9	-2	.
41	CC1=C(C(=O)Nc2ccc(C(=O)N3CCN(c4ccccc4F)CC3)cc2)SCCO1	4	0	11	-3	-10	4	-4	1	-29	4	0
42	O=C(CN1CCN(C(C(=O)Nc2ccc(Cl)cc2C(F)(F)F)c2ccccc2)CC1)NC1CC1 (configuration not stated)	7	-13	8	-2	-15	12	-11	0	7	-15	3
43	OC(c1ccc(-c2ccccc2)cc1)c1ncc(-c2ccc(C(F)(F)F)cc2)[nH]1 (configuration not stated)	.	-2	31	-5	7	-4	8	9	26	5	.
44	Cc1noc(C(=O)Nc2cc(Cl)ccc2O)c1Cl	17	-35	5	-31	3	6	6	4	-33	-11	4
45	Cc1cc2[nH]c(=O)c(=O)[nH]c2cc1S(=O)(=O)N1CCN(c2cccc(C(F)(F)F)c2)CC1	-2	16	-1	-19	37	-7	-10	-15	-18	-4	1
46	CN(C(=O)COC(=O)c1ccc2ccccc2n1)C1CCCCC1	3	20	3	-4	7	26	-6	4	-8	-31	.
47	Cc1ccsc1C(=O)C1CCCN(Cc2cn(C)nc2-c2ccccc2)C1 (configuration not stated)	9	16	14	8	13	-8	0	7	-4	2	3
48	Cc1nc2ccccc2c2oc(C(=O)NCCN3CCN(C)CC3)cc12	-7	4	-2	1	-23	-6	-12	-9	-21	8	1
49	COc1ccc(-c2noc(CCCc3ccccc3)n2)cc1OC	0	-80	-57	-41	-4	9	-1	2	-13	5	0
50	CCC(C)(C)N1CC(=O)N(Cc2ccccc2)C(c2ccc(OC)cc2)C1=O (configuration not stated)	-8	8	13	-3	-1	-6	14	-1	-5	6	2
51	CCN(CC(=O)NCc1ccc(Cl)cc1)C(=O)CCC(=O)c1ccc(C)cc1	-6	-32	-6	8	-13	4	-4	-20	-5	14	-6
52	CC1CCN(C(=O)c2ccc(CNc3c(N4CCCC4)c(=O)c3=O)cc2)CC1	3	10	7	-12	-3	0	10	-6	9	-4	1
53	O=C(COC(=O)C1CCN(C(=O)c2ccc(Cl)cc2)CC1)c1ccco1	12	-24	-23	-11	-15	-2	-13	-3	4	-6	-1
54	COc1ccccc1OCCOc1ccc(/C=C2\C(=N)N3N=C(S(C)(=O)=O)SC3=NC2=O)cc1	-13	10	0	-40	-24	-17	-1	-7	-13	35	-1
55	O=C(OCCc1cc2ccccc2c(=O)o1)N1CCOCC1	-20	-103	-66	-18	0	12	2	8	-40	4	6
56	CCOC(=O)N1CCN(C(=O)CS(=O)(=O)Cc2nc(-c3ccccc3C)oc2C)CC1	2	11	24	-20	17	-5	15	24	14	17	3
57	NS(=O)(=O)c1ccc(NC(=O)CCC(=O)c2cccs2)cc1	-2	9	2	12	6	4	-10	-3	-24	-10	2
58	Cc1cc(C)n2cc(CSCc3ccccc3)nc2n1	-12	-22	-13	-4	-5	3	0	-11	-13	-6	3
59	O=C(Nc1ccc(F)cc1)N(CCCN1CCOCC1)Cc1cc2cc3c(cc2[nH]c1=O)OCCO3	8	2	16	-14	-23	3	-12	-14	29	-19	1
60	OC[C@H]1O[C@@H](Oc2ccc3cc(Br)ccc3c2)[C@H](O)[C@@H](O)[C@H]1O	.	-2	-32	16	-16	-7	3	-26	-14	19	9
